Diaph act CS = activates diaphorase or chemically reduces, flagging diaphorase assay artifacts; actives 0.005% (n = 190,000); AID 1229; Diaphorase/resazurin coupled assay, resorufin fluorescence, 16 min; stronger effect = higher value; 1 = vehicle wells, 0 = NADH-free wells; activation factor at 20 µM;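 active = diaphorase activity raised at least twofold by the compound at 20 µM; inactive = activation factor below 2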
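Material: purified diaphorase enzyme from Clostridium kluyveri / Medium: HEPES pH 7.4 buffer with MgCl2 and Tween 20 / Schedule: enzyme reaction of 16 min at room temperature / Measured by: resorufin fluorescence, excitation 544 nm, emission 590 nm / Evaluation: rise in resorufin formation, marking diaphorase activation or chemical reduction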
TNAP act hiacc = TNAP (human) activation, high acceptor | P05186 | AID 1136 | 200,000 tested, under 10 active | purified TNAP, CDP-star luminescence, 1 M DEA, 30 min; stronger effect = higher value; 0 = EDTA background, 1 = DMSO-only activity | activation factor at 20 µM;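 active = activation factor at least 2 at 20 µM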
Target sequence (P05186 whole entry, looked up): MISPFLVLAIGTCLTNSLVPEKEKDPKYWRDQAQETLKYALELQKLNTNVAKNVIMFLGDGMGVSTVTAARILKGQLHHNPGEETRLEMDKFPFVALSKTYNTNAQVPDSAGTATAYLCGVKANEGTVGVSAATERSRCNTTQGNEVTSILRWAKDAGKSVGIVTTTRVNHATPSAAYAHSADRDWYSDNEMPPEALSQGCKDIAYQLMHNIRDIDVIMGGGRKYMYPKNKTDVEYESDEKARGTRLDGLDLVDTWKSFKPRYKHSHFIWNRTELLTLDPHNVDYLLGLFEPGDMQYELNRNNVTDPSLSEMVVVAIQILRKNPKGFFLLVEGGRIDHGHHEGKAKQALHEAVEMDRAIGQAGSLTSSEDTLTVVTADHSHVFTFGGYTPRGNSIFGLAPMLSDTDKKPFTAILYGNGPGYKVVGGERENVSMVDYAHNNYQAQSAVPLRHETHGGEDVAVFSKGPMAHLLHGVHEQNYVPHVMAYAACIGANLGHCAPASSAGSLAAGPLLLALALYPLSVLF
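Control set: EDTA negative control, DMSO positive control / Assay system: human TNAP / Quantity: TNAP 1/800 final / Evaluation: TNAP activation factor scaled between EDTA and DMSO control wells / Measured by: luminescent substrate turnover signal / Compound dosing: one dose, 20 µM / Times: 30 min enzyme reaction at room temperature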
bIAP act = intestinal alkaline phosphatase (bovine) activation | purified bovine IAP, CDP-star luminescence, 30 min; stronger effect = higher value; fold of DMSO-control signal, blank-subtracted | activation factor at 20 µM | actives 0.17% (n = 200,000);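 active = activation factor of 2 or more at 20 µM, a signal rise over negative controls twice the positive control's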
Lmaj promast = Leishmania major promastigote growth inhibition; Leishmania major promastigotes, resazurin fluorescence viability; inhibition, % at 10 µM; actives 9% (n = 200,000); in the data active = inhibition above about 50%;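 also: promastigotes grown with compound for 44 hours at 28 °C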
TNAP inh hiacc = blocks human TNAP under high phosphate acceptor concentration; P05186; purified TNAP, CDP-star luminescence, 1 M DEA; inhibition, % at 20 µM; actives 0.03% (n = 200,000);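 active = over 50% inhibition of tissue-nonspecific alkaline phosphatase at 20 µM in the single-dose screen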;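 also: plate controls were DMSO wells for no effect and EDTA-quenched wells as full inhibition for full effect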
PMI act = increases human mannose-6-phosphate isomerase activity; P34949; purified human PMI, coupled resazurin fluorescence, 20 min; stronger effect = higher value; 1 = vehicle control, 0 substrate-free wells; activation factor at 20 µM; actives 0.005% (n = 190,000); AID 1214;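 active = activation factor of 2 or more at 20 µM, relative to plate controls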
Target sequence (P34949 whole entry, looked up): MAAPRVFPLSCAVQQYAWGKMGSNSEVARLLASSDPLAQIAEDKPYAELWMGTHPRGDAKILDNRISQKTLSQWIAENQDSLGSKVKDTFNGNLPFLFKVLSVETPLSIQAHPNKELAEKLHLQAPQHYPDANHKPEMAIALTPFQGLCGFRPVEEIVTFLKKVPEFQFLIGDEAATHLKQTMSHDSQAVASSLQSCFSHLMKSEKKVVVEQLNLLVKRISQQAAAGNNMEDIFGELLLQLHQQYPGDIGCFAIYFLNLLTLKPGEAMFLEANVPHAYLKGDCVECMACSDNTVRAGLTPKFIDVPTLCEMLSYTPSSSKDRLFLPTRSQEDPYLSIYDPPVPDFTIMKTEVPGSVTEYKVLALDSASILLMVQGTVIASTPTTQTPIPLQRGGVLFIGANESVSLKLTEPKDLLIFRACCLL
Diaph inh CS = counter-screen for diaphorase-based assays: diaphorase inhibitors and chemical oxidizers; diaphorase resazurin-to-resorufin fluorescence, NADH, 16 min; bacterial (C. kluyveri) enzyme, not human; inhibition, % at 20 µM; actives 0.69% (n = 190,000);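 active = primary screen inhibition at 20 µM above a set limit, cut at about 50% in these data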;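 also: plate controls were DMSO with full reaction for no effect and wells lacking NADH for full effect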
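Test system: diaphorase enzyme from Clostridium kluyveri; amount: diaphorase at 0.14 U/mL in enzyme working solution; detection: fluorescence of resorufin formed from resazurin, Ex 544/Em 590 nm; times: reaction incubation of 16 min at room temperature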
bIAP inh = blocks bovine intestinal alkaline phosphatase activity | AID 1019 | inhibition, % at 20 µM | purified bovine IAP, CDP-star luminescence, 30 min | 190,000 tested, under 10 active;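 active = over 50% inhibition of intestinal alkaline phosphatase at 20 µM in the single-dose screen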
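System: Purified bovine intestinal alkaline phosphatase (IAP) enzyme | Input: IAP diluted 1/65,000,000 in the well | Also added: CDP-star chemiluminescent phosphatase substrate, 30 µM final | Dosing: 20 µM single dose | Times: Enzyme reaction for 30 min at room temperature | Detection: Luminescence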
TNAP inh no acc = TNAP (human) inhibition, acceptor-free conditions. actives 0.26% (n = 200,000). inhibition, % at 20 µM. P05186. AID 1012. purified TNAP, CDP-star luminescence, 30 min;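 active = tissue-nonspecific alkaline phosphatase inhibition above about 50% at 20 µM in the single-dose screen, limit read from the data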;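 also: 0% = DMSO negative control and 100% = EDTA positive control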
PMI act hi M6P = activators of human phosphomannose isomerase at near-saturating mannose 6-phosphate | activation factor at 20 µM | actives 0.34% (n = 190,000) | AID 1216 | coupled PMI enzyme assay, resazurin fluorescence, 20 min; stronger effect = higher value; 1 = untreated enzyme, 0 = substrate-free blank;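 active = activation factor of 2 or more at 20 µM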
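Test system: human phosphomannose isomerase with PGI, G6PDH, diaphorase coupling enzymes; amount: 15 ng/mL PMI; incubation: enzyme reaction with compound 20 min at room temperature; technique: resorufin fluorescence (Ex 544/Em 590 nm) from resazurin via diaphorase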
* = called active by the depositor; . = no result given; & = joins results of further samples.

SMILES	Diaph act CS	TNAP act hiacc	bIAP act	Lmaj promast	TNAP inh hiacc	PMI act	Diaph inh CS	bIAP inh	TNAP inh no acc	PMI act hi M6P
CCS(=O)(=O)N1CCN(C(=O)c2cc(OC)cc(OC)c2)CC1	0.9	1	0.9	-3	-1	1	5	7	-6	1
Cc1ccc2occ(-c3nn[nH]n3)c(=O)c2c1	0.9	1.1	0.2	47	-6	1.1	12	.	-10	1.1
O=C(CNC(=O)Cc1ccccc1)NCC(=O)OCC(=O)c1ccccc1Cl	1	1	0.9	-7	0	1.1	-2	10	-9	1.1
CC(C)CN(CC(C)C)S(=O)(=O)N1CCC(C(=O)NCCN2CCOCC2)CC1	1	1	1	17	-1	1.1	4	1	3	1
O=C(CSc1n[nH]c(=O)n1C1CC1)Nc1cc(Cl)ccc1Oc1ccccc1	0.9	1.1	1	14	-7	1.1	7	2	4	1
COC(=O)CNC(=O)C12CC3(C)CC(C)(CC(C)(C3)C1)C2	0.9	1	0.9	-7	-4	0.9	10	11	-5	1
CCOc1cc(C(=O)N2CCN(c3ccc(C(C)=O)cc3)CC2)cc(OCC)c1OCC	1	1	1	28	-4	0.9	1	0	-5	0.9
Cc1ccc(S(=O)(=O)Nc2ccccc2C(N)=O)cc1	1	1	0.9	-2	1	1	-2	6	-8	1.1
C/C=C/C(=O)OCC(=O)Nc1c(Cl)cccc1Cl	0.8	1.1	0.8	-3	-9	1	18	16	-9	1
Cc1ccc(S(=O)(=O)N2CCN(c3c([N+](=O)[O-])cc(C(F)(F)F)cc3[N+](=O)[O-])CC2)cc1	0.9	1.1	0.9	41	-6	1	14	12	-8	0.9
COc1ccc(NC(=O)c2cc(OC)c(OC)cc2OC)c(S(=O)(=O)N2CCOCC2)c1	0.9	1	0.9	.	-1	0.9	12	7	-7	1
CC(C)(C)OC(=O)N/N=C/c1ccc(Br)cc1	1	1	1	0	-4	1	4	2	-12	1
CCN(CC)CCCNc1nc(CN2CCOCC2)nc2sc3c(c12)CCC3	1	1.1	1.2	12	-5	1	2	-22	-17	0.9
O=S(=O)(NCc1ccccc1)NCc1ccccc1F	1.1	1	1	-5	-1	1.1	-8	-1	-15	1.1
CC(C)CNC(=O)c1cccc(NC(=O)CCc2ccccc2)c1	0.8	1	0.9	-3	-4	0.8	19	5	-8	0.9
O=C(OC1CCOC1=O)c1cc(-c2ccc(Br)cc2)nc2ccccc12 (centres undefined)	0.8	1	1	-4	2	0.8	21	2	-10	0.8
Fc1cccc(Cl)c1-c1nnc2ccc3ccccc3n12	0.8	1.1	1	36	-6	1.2	20	3	-19	1.2
O=C(NCCc1nc2ccccc2[nH]1)c1ccc(Cl)c([N+](=O)[O-])c1	0.8	1	1	4	2	0.8	18	-5	-4	0.9
COc1ccc(NCc2nc3ccccc3n2CCOc2ccccc2)cc1	1	1	1	87*	-3	0.8	3	1	-3	0.9
O=C(N1CCOCC1)C1(c2ccc(Cl)cc2)CCCC1	0.9	1	1.1	-2	-3	0.9	7	-12	-6	1
N#C/C(C(=O)NCc1ccccc1)=C1/N=C(NC(=O)c2cccs2)c2ccccc21	0.9	0.8	0.8	3	16	0.9	11	22	14	0.9
COC(=O)c1c(-c2ccc(F)cc2)noc1N	0.9	1	0.9	20	-2	0.9	15	9	-5	0.8
CCOC(=O)c1ccc(NC(=O)c2c(NC(=O)CCC(=O)O)sc3c2CCCCC3)cc1	0.8	1	1	-7	-1	1.4	21	-1	-8	1.9
CSc1n[nH]c(NCc2ccc(Cl)cc2)n1	1	1	1	-3	-1	1.1	4	-5	5	1.1
CCN(CC)CC(=O)Nc1c(C)cccc1C	0.9	1	0.9&0.9	17&-6	-2	1.1	7	11&10	-9	1

2 entries drawn at random from those above:
SMILES	Diaph act CS	TNAP act hiacc	bIAP act	Lmaj promast	TNAP inh hiacc	PMI act	Diaph inh CS	bIAP inh	TNAP inh no acc	PMI act hi M6P
COc1ccc(NC(=O)c2cc(OC)c(OC)cc2OC)c(S(=O)(=O)N2CCOCC2)c1	0.9	1	0.9	.	-1	0.9	12	7	-7	1
CC(C)CN(CC(C)C)S(=O)(=O)N1CCC(C(=O)NCCN2CCOCC2)CC1	1	1	1	17	-1	1.1	4	1	3	1

(list continues)
SMILES	Diaph act CS	TNAP act hiacc	bIAP act	Lmaj promast	TNAP inh hiacc	PMI act	Diaph inh CS	bIAP inh	TNAP inh no acc	PMI act hi M6P
CN1CCN(Cc2c(O)c(Cl)cc3c(-c4ccccc4)cc(=O)oc23)CC1	0.8	1.1	1	-7	-7	1.1	16	3	-17	1
Cc1ccc(/C=N/NC(=O)C2CCN(Cc3ccc(F)cc3Cl)CC2)o1	1	1	1	2	-4	1	3	1	-9	1
O=C(NC(=S)N1CCN(Cc2ccccc2)CC1)c1ccccc1	0.9	1.1	1.1	14	-7	0.9	11	-8	-8	0.9
CC1CCC(C(C)C)C(OC(=O)CSc2nccc(=O)[nH]2)C1 (centres undefined)	1	1	1	-5	-4	1	3	-3	-8	1.1
CN(C)CCC(=O)c1ccc(Cl)cc1	1.1	1.1	1	100*	-6	0.6	-7	-1	7	0.5
CCn1cc(C(=O)Nc2ccc(C)cc2C)c(=O)c2ccc(C)nc21	.	1	0.9	-4	0	.	.	6	-6	.
Cn1c(N)c(C(=O)c2ccc(Cl)cc2)c(=O)n(C)c1=O	0.9	1	1	-7	0	1	13	3	-9	0.9
Cc1cc(C(=O)NCc2cc(C(=O)O)co2)co1	0.9	1	1.1	-5	-4	1.1	11	-10	-12	1
COc1ccccc1N1CCN(C(=O)CN(C)S(=O)(=O)c2cc(C)ccc2OC)CC1	0.8	1	1.1	-7	-1	0.9	24	-6	-2	0.9
COc1ccc(/C=C2\SC(=O)N(CCNC(=O)CCS(=O)(=O)c3ccc(C)cc3)C2=O)cc1	0.9	1	1	10	2	0.9	6	-1	-15	1
CC(C)(C)n1nnnc1C(c1cccnc1)N1CCN(C2CCCCC2)CC1 (centres undefined)	0.9	1	1.1	7	1	1	14	-8	-9	1
NC(=O)Cc1cn(-c2ncc(C(F)(F)F)cc2Cl)c2ccccc12	0.9	1	1	1	-2	0.9	13	3	-7	1
N#Cc1ccc(/C=N/NC(=O)c2cccc(S(=O)(=O)N3CCOCC3)c2)cc1	0.9	1.1	0.9	6	-6	1.1	6	14	-7	1.1
COC(=O)c1cc(OC)c(OC)cc1NC(=S)N1CCCCC1	0.8	1.1	1	89*	-8	0.9	17	1	-15	1
COc1ccccc1C(=O)NCC(=O)N/N=C/c1cc(Br)ccc1OCc1ccccc1	0.9	1	0.8	18	0	0.9	11	22	-11	1
COc1ccc(C)cc1NC(=O)CSc1nnc(CC(=O)Nc2ccccc2C)n1C	0.8	1	1	7	1	0.9	17	-2	-6	0.9
C=CCc1ccc(OCCCCNC(C)CC)c(OC)c1 (centres undefined)	1	1	1	90*	-4	1	-2	0	-11	1.1
Cc1ccc(C(C)C)c(OCC(=O)NN=C2CCCCCCC2)c1	0.9	1	1.1	-7	-3	1	5	-13	14	0.9
Cc1ccc(S(=O)(=O)NCC(=O)N(CC(=O)NC2CCCC2)c2ccc3c(c2)OCCO3)cc1	1	1.1	0.7	2	-7	1.1	-2	31	-16	1.1
COc1ccc(Cn2c(N)c(C#N)c3nc4ccccc4nc32)cc1OC	0.8	1	0.9	18	-4	0.9	17	9	-26	0.9
CCC(C)C(=O)Nc1cc(Cl)ccc1C(=O)O (centres undefined)	1	1.1	1.3	1	-6	1.2	0	-28	-7	1
Cc1ccc(/C=C/c2ccc(=O)n(Cc3ccc(Cl)cc3Cl)n2)cc1	0.9	1	1.1	-3	1	0.8	6	-5	0	0.9
Cc1cccn2c(=O)c3cc(C(=O)N4COCC4(C)C)n(C)c3nc12	0.9	1	1.2	90*	-4	1	12	-20	-14	1
COCCN(C)Cc1cn(-c2ccc(F)cc2F)nc1-c1ccccc1C	1.1	1.1	1	11	-11	1.1	-10	4	2	1
O=C(Nc1ccc2sccc2c1)c1ccc(Cl)s1	0.9	1	0.9	-8	-2	1	9	11	0	1

(cont.)
SMILES	Diaph act CS	TNAP act hiacc	bIAP act	Lmaj promast	TNAP inh hiacc	PMI act	Diaph inh CS	bIAP inh	TNAP inh no acc	PMI act hi M6P
CCC(C(=O)NCc1ccncc1)c1ccccc1 (centres undefined)	1	1	1.1	-4	-3	1	-5	-11	-8	1
CCCc1nnc(NC(=O)Cn2c(=O)oc3ccccc32)s1	0.9	1.1	0.9	-10	-7	0.8	12	10	-8	0.9
CC1=C(C)CC(C(=O)Nc2ccc(C(N)=O)cc2)C(C(=O)O)C1 (centres undefined)	0.9	1	1	-1	-3	1	6	1	-15	1
O=C(CSc1nnnn1-c1ccc2c(c1)OCCO2)OC1CCCCC1	0.9	0.9	0.7	5	6	0.9	10	30	-1	1
Cn1c(NC(=O)c2ccccc2)c(-c2ccccn2)c(=O)c2ccccc21	0.9	1	1	-2	0	0.9	9	4	-2	1
Cc1nc2oc3ccc(F)cc3c(=O)c2cc1C(=O)NC(C)(C)C	0.9	1	1.1	0	2	0.9	8	-10	-2	1
O=C(COC(=O)CNC(=O)c1ccccc1)Nc1ccc(Cl)cc1C(F)(F)F	0.9	1	1	-5	-4	1	12	1	-10	1
CC(=O)Nc1ccc(C(=O)OCC(=O)c2ccc(F)cc2)cc1	0.9	1	0.9	-11	-1	1	10	8	-17	1
Cc1cc2cc(C=C(C#N)C#N)c(Cl)nc2cc1C	0.7	1	1	25	-4	0.8	35	3	-8	0.5
CCCNS(=O)(=O)c1cccc(C(=O)NC2CCCc3ccccc32)c1 (centres undefined)	0.9	1	0.9	0	-2	0.9	14	11	-32	0.9
COC(=O)c1c(N2C(=O)[C@H]3[C@@H](C2=O)[C@]2(C(=O)Nc4c(C)cc(C)cc42)N2CCC[C@@H]32)sc(C)c1C	0.9	0.9	1	9	6	1	14	-1	-1	0.9
CCN1CCC(NC(=O)Nc2ccccc2C(=O)OC)CC1	0.9	1	1	6	-1	1	13	-4	-10	0.9
Cc1nnc(SCC(=O)N2CCN(c3ccccc3)CC2)n1-c1ccccc1	0.9	1.1	1	5	-8	1	12	2	-9	1
N#Cc1ccc(CSc2nnc3ccccn23)cc1	0.9	1	1	-4	-4	1	5	3	-11	1.1

Source: PubChem BioAssay (several laboratories)
